Dicer processing: inhibitors of human Dicer processing of pre-microRNA; cat-ELCCA pre-miR-21 Dicer processing, chemiluminescence; stronger effect = higher value; Q9UPY3; actives 6% (n = 47,000); z-score at 25 µM; in the data active = z-score above about 3, passing the limit was not always enough;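 note: plate controls were vehicle for no effect and no enzyme for full effect; higher signal means more uncleaved substrate so more Dicer inhibition; strong numbers were not always called active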
Active calls of the source: *. Only part of the results is shown; the hit share may differ from the screen's.

SMILES	Dicer processing
COc1ccc(OCc2nc(C#N)c(N3CCN(c4ccccc4)CC3)o2)cc1	3.05*
COc1cc(C(C)(C)C)c(OC)cc1C(C)(C)C	0.01
CCc1ccc(C2C3=C(Nc4c2c(=O)[nH]c(=O)n4CCOC)c2ccccc2C3=O)cc1 (stereo not given)	-1.32
O=c1c(Cc2ccccc2)c(O)c2cccc3c4ccccc4n1c23	-1.49
CCCn1nnnc1NCc1ccc(F)cc1	-0.05
CO/N=C(\C(=O)N[C@@H]1C(=O)N2C(C(=O)O)=C(COC(N)=O)CS[C@H]12)c1ccco1	-1.46
O=C1NC(c2ccc([N+](=O)[O-])s2)Nc2ccc(Cl)cc21 (stereo not given)	2.11
CCOC(=O)NC(Nc1cc(Cl)ccc1OC)(C(=O)OCC)C(F)(F)F (stereo not given)	2.69
CSc1sc(C(=O)NC(=O)Nc2ccc(Cl)cc2)c2c1-c1oncc1CC2	1.01
CSc1cccc(NC(=O)C(=O)NCc2ccccc2)c1	-0.04
Cc1cc(C(=O)Nc2ccc(N3CCOCC3)c(Cl)c2)c(C)o1	-0.37
CC1CCN(c2oc(COc3ccccc3Cl)nc2C#N)CC1	1.95
CC(C)C(NC(=O)OC(C)(C)C)C(=O)NC(c1ccccc1)c1ccccc1 (stereo not given)	-0.17
COC(=O)c1ccc(S(=O)(=O)NNC(=O)COc2ccc(OC(F)(F)F)cc2)n1C	1.11
CC1=C(C(=O)OC2CCCCC2)C(c2ccncc2)C2=C(CCCC2=O)N1 (stereo not given)	-5.09
NNC(=O)Cn1c2ccc(F)cc2c2nc3ccccc3nc21	1.38
CC(C)(O)C#Cc1ccc(C(=O)N2CCN(Cc3ccc4c(c3)OCO4)CC2)cc1	0.59
CC1(C)CC(=O)c2cc(C(=O)NC3CCCCC3)c(=O)n(-c3ccc(Cl)cc3)c2C1	-0.99
CC(C)(C)CC(C)(C)c1ccc(OCCOCC[N+](C)(C)Cc2ccccc2)cc1	-0.24
Cc1ccc2oc3c(c(=O)c2c1)C(c1ccc(O)cc1)N(Cc1ccc2c(c1)OCO2)C3=O (stereo not given)	0.75
CCCCC1(COC(=O)c2ccc(OC)cc2)C(=O)N(c2ccccc2)N(c2ccccc2)C1=O	2.49
Nc1cc(=O)[nH]c(SCc2ccc(C(=O)Oc3ccc(F)cc3F)cc2)n1	-0.48
CCCn1c2ccccc2c2nnc(SCC(=O)Nc3cc(C)on3)nc21	2.56
CCOC(=O)C(NC(=O)CC)(Nc1ccccc1C)C(F)(F)F (stereo not given)	-1.79
CN(CCO)c1nc2c([nH]1)c(=O)[nH]c(=O)n2C	0.81
Continued.
SMILES	Dicer processing
CCOc1ccc(S(=O)(=O)n2cc(C)nc2CC)cc1	0.96
O=C(Nc1ccc(Cl)cc1)c1nn2c(c1Cl)NC(c1ccco1)CC2C(F)(F)F (stereo not given)	3.78*
O=C(Cn1c2c(c(=O)n3ncnc13)CCC2)N/N=C/c1ccc(Cl)cc1	-0.83
O=C(CSc1nnc2sc3ccccc3n12)N1CCCc2ccccc21	2.51
CCCCCSc1nnc2c(n1)OC(C)N(C(C)=O)c1ccccc1-2 (stereo not given)	1.21
Cc1cccc(-c2nc(N)nc(N)n2)c1	-0.46
CCOC(=O)c1cc(C#N)c(=O)[nH]c1C(F)(F)F	-0.18
Cn1nc(C(F)(F)F)c2cc(C(=O)Nc3ccc(F)cc3)sc21	-0.13
O=C(Nc1ccccc1)NC1CCS(=O)(=O)C1 (stereo not given)	2.82
CN(NC(=O)c1ccc(Cl)cc1)c1cnn(-c2ccc(F)c(Cl)c2)c(=O)c1Cl	-1.18
O=C(Nc1c(-c2ccccc2)c2cc(Br)ccc2[nH]c1=O)c1ccccc1Cl	1.86
CSc1ccc(C2CC(=O)Nc3n[nH]c(-c4ccc(Cl)cc4)c32)cc1 (stereo not given)	-0.69
O=C(O)C1CC=CCC1c1ccc(Cl)cc1Cl (stereo not given)	-2.19
Cc1ccc(N2C(=O)C3N=NN(CC(=O)N4N=C(c5ccccc5)CC4c4ccccc4)C3C2=O)cc1 (stereo not given)	0.24
Cc1cccn2cc(-c3ccc(NS(=O)(=O)c4ccccc4)cc3)nc12	1.51
C(=C\c1ccccc1)/CN1CCN(C/C=C/c2ccccc2)CC1	-1.6
COC(=O)c1sc2ncccc2c1O	-0.01
COc1ccc(/C=C/C2=Nc3ccccc3NC(C)(C)C2)cc1OC	-2
CCOc1ccc(C2C3=C(CC(C)(C)CC3=O)Nc3nc(N)[nH]c(=O)c32)cc1 (stereo not given)	-0.64
Cc1ccc(-c2cn3c4c(=O)n(C)c(=O)n(C)c4nc3n2Cc2ccc(F)cc2)cc1	0.9
CCCCSC1=C(C#N)C(=O)NC(c2ccc(N(C)C)cc2)S1 (stereo not given)	-0.38
CCOC(=O)c1cnn(C)c1NC(=O)c1ccc(Cl)cc1Cl	0.63
CC(=O)n1c2ccccc2c2c(-c3ccccc3)c(N3CCOCC3)sc21	-2.41
N#CC(=C1SCCCCS1)S(=O)(=O)c1ccccc1	0.11
CC(C)(C)C(CCC(=O)O)CC(=O)O (stereo not given)	0.71
(next part)
SMILES	Dicer processing
O=C(COc1ccccc1SCc1ccc(Cl)cc1)NNC(=O)c1ccc(Cl)cc1	0.38
O=C(O)CN1C(=O)c2ccc(C(=O)O)cc2C1=O	0.25
N/C(=N\c1ncn[nH]1)N/N=C/c1c(Cl)cccc1Cl	0.79
O=C(c1ccccc1)C(C(=O)N1CCC(Cc2ccccc2)CC1)n1ccccc1=O (stereo not given)	-0.52
N#Cc1ccsc1NS(=O)(=O)c1ccc(OC(F)(F)F)cc1	-0.49
NC[C@H]1O[C@H](O[C@H]2[C@H](O)[C@@H](O[C@H]3O[C@H](CO)[C@@H](O)[C@H](N)[C@H]3O)[C@H](N)C[C@@H]2N)[C@H](N)C[C@@H]1O	2.91
Cc1ccc2nc(SCC(N)=O)nc(C)c2c1	-0.42
Cc1ccc([N+](=O)[O-])c(NC(=O)c2nn(-c3ccccc3)nc2C)c1C	-1.16
COc1ccc(C(=O)CSc2nc(O)cc(=O)[nH]2)cc1	-2.58
COc1ccc(C(Nc2cccc(C)n2)c2ccc3cccnc3c2O)cc1 (stereo not given)	9.1*
N#C/C(=N\Nc1ccc(Cl)cc1Cl)C(=O)c1ccc(Cl)cc1	74.5
Cc1ccc(S(=O)(=O)N2CN3CN(C2)CN(S(=O)(=O)c2ccc(C)cc2)C3)cc1	-1.37
CCOC(=O)N1CCc2c(sc3c2C(=O)NC(c2cccc(Cl)c2)N3)C1 (stereo not given)	-1.34
O=C1C(=O)N(c2cccnc2)C(c2ccccc2F)/C1=C(\O)c1ccc(Cl)cc1 (stereo not given)	1.21
Cc1cc(C)cc(OCC(O)Cn2nc(C)cc2C)c1 (stereo not given)	1.18
CSc1ccc(C2C3=C(CCCC3=O)Nc3[nH]n(-c4ccccc4)c(=O)c32)cc1 (stereo not given)	-0.89
COc1ccc(O)c(C2=NN3C(C2)c2ccccc2OC3c2ccc(O)c(OC)c2)c1 (stereo not given)	2.58
Cc1ccccc1-c1nc2cc(N)ccc2o1	5.71
CCCCCCCC/C=C\CCCCCCCC(=O)NCCO	-0.74
O=C(CC1OC(=O)c2ccccc21)c1ccc(F)cc1 (stereo not given)	1.27
CCn1c(SCc2nc(-c3ccccc3)no2)nnc1-c1ccco1	-0.15
O=[N+]([O-])c1cccc2c(Br)[nH]nc12	-0.37
COC(=O)C(O)(NC(=O)c1cccc(Cl)c1)C(F)(F)F (stereo not given)	-0.75
O=C(NCC(O)c1ccccc1)Nc1cccc(C(F)(F)F)c1 (stereo not given)	1.02
COC(=O)C(N)Cc1ccc(O)c(O)c1 (stereo not given)	1.38
(further entries)
SMILES	Dicer processing
O=C(CSc1nncc2ccccc12)Nc1ccccc1	0.73
CCOC(=O)c1sc(SCC(=O)c2ccc(Cl)cc2Cl)nc1C	-3.78
Cc1cccc(NC(NC(=O)c2ccccc2C)(C(F)(F)F)C(F)(F)F)n1	-0.26
CCCc1ccc(C(=O)NN2CC(=O)N(c3cc(Cl)cc(Cl)c3)CC2=O)cc1	0.36
CCCC(C(=O)O)N1C(=O)NC2NC(=O)NC21 (stereo not given)	3.41*
Cc1ccc(SCc2c(Cl)sc3ccccc23)cc1	0.15
O=C(ON/C=N/c1ncc(-c2ccc(Br)s2)s1)c1ccc(Cl)cc1	2.59
CCOC(=O)C(=O)Oc1ccc2c(c1)C(C)=CC(C)(C)N2	1.03
c1ccc(CN2CN(c3nccs3)CN(c3nccs3)C2)cc1	2.41
COc1ccc(S(=O)(=O)Nc2ncccn2)cc1	-0.04
CCCCc1sc(-c2c(C#N)c(N)nc3c2CCCC3)cc1[N+](=O)[O-]	0.94
CCOC(=O)NC(=S)NCc1cccs1	1.43
Cc1ccc(/C=C2/N=C(c3ccccc3)NC2=O)cc1	-0.29
O=C(CC1(O)C(=O)N(CCc2ccccc2)c2ccc(Br)cc21)c1ccc2c(c1)OCO2 (stereo not given)	4.07*
COC(=O)c1cc(OC)c(OC)cc1NC(=O)C(C)(C)C	2.19
CN(C)c1ccc(C2Nc3ccccc3NC3=C2C(=O)CC(c2ccccc2)C3)cc1 (stereo not given)	5.06
COc1cccc(CNc2nccs2)c1O	0.1
C/C(=N\Nc1cc(C(F)(F)F)ccn1)c1ccc(Oc2c(Cl)cncc2Cl)cc1	-0.6
COC(=O)c1ccc(Oc2cc(Cl)cc(Cl)c2)o1	-5.51
COc1ccc(-c2nc3n(n2)C(c2ccc(F)cc2)C2=C(CC(C)(C)CC2=O)N3)cc1 (stereo not given)	0.1
COc1ccc(C2CC(=O)NC(SC)=C2C#N)cc1 (stereo not given)	1.41
N/C(=N\OC(=O)Nc1csnc1-c1c(Cl)cccc1Cl)c1c(Cl)cccc1Cl	-0.28
CC1=C(C#N)C(c2ccc(OCc3ccccc3)cc2)C2=C(CCCC2=O)N1 (stereo not given)	0.73
O=C(COc1ncnc2cc(Cl)ccc12)c1ccccc1	2.56
CCOC(=O)c1cnc(O/N=C/c2ccc(F)cc2)nc1C(F)(F)F	-0.18
(continued)
SMILES	Dicer processing
O=c1[nH]cnc2c1ncn2[C@H]1CC[C@@H](CO)O1	0.36
CCCNC(=O)CCSc1nc(-c2ccc3c(c2)OCO3)cc(C(F)(F)F)n1	-0.11
Cc1onc(-c2c(Cl)cccc2Cl)c1C(=O)Oc1cccc2cccnc12	1.14
C=CCOC(=O)Oc1ccc2c(=O)c(Oc3cc(C)ccc3C)coc2c1	1.33
O=C(CSc1nc2ncccc2[nH]1)Nc1cccc(Cl)c1	-0.46
CC(C)(C)c1nc(SCC(=O)c2ccc([N+](=O)[O-])cc2)n[nH]1	0.61
O=C1C2=C(NC(=S)NC2c2ccccc2)c2ccccc21 (stereo not given)	-0.71
Cn1c(Cc2ccsc2)nnc1Sc1nc2ccc(Cl)cc2s1	1.18
CCCc1cc(OC(=O)c2cccnc2Oc2ccccc2)n(C)n1	-3.54
CCc1nc2cc(Cl)c(Cl)cc2nc1CC	-1.79
CC(Nc1nc2ccccc2n1C)c1cc(Cl)ccc1O (stereo not given)	0.18
Cn1c(=O)c2c(-c3ccccc3)n3c4ccccc4nc(-c4cccnc4)c3c2n(C)c1=O	-0.45
Cc1ccc(-c2nc3c4c5c(sc4ncn3n2)C(C)(C)NC(C)(C)C5)cc1	1.5
C#CC1(O)CC[C@H]2[C@@H]3CCC4=CCCC[C@@H]4[C@H]3CC[C@@]21C (stereo not given in full)	-0.42
O=C1CS(=O)(=O)N(Cc2ccccc2)c2ccccc21	0.28
NC(=NCc1ccccc1)c1ccc(Cl)cc1	1.23
S=c1[nH]nc(-c2ccccc2)n1/N=C/c1ccc(Cl)cc1	-1.11
CC1(C)CC(=O)c2cc3c(N)c(C(=O)c4ccc(F)cc4)sc3nc2C1	0.41
CN1CNc2c(c(=O)n(C)c(=O)n2C)C1	-2.45
Cc1ccc(-c2nc(NC(=O)c3c(-c4ccccc4)noc3C)sc2C)cc1Cl	-0.38
COc1cc(OC)c2c(c1)C1C=CCC1C(c1ccc(Br)cc1)N2 (stereo not given)	2.71
O=C1C2C3c4ccccc4C(C(=O)O)(c4ccccc43)C2C(=O)N1Cc1ccccc1 (stereo not given)	1.55
Cc1nc2ccc(C(=O)OCC(=O)c3ccc(Cl)cc3)cc2nc1C	-0.86
COc1ccc(OC)c(NC(=O)C2COc3ccccc3O2)c1 (stereo not given)	0.18
O=C1NC2NC(=O)N(c3ccccc3)C2N1 (stereo not given)	1.78
The list continues.
SMILES	Dicer processing
O=C(Nc1ccc(-n2nc(C(F)(F)F)cc2C(F)(F)F)cc1)Nc1ccc(F)cc1F	-0.72
Cc1cc(O)c(C(=O)c2cnc3cc(-c4ccccc4)nn3c2)cc1Cl	-1.67
COc1ccc(S(=O)(=O)N2CCn3c2nc2ccccc23)cc1	-1.95
C#CCSc1nsc(SCC#C)c1C#N	-0.37
CC1(C)CCc2cc(/C=N/O)ccc2O1	-0.04
COc1ccc(N=C(NO)c2ccccc2)cc1Cl	3.11*
CC(C)(C)NS(=O)(=O)c1ccc2c(c1)oc(=O)c1cc(S(=O)(=O)NC(C)(C)C)ccc12	-0.8
